# Screens from PubChem.
# HEK293 tox: cytotoxic in the GLP-1 receptor inverse agonist counter-screen; HEK293 cAMP-luciferase reporter cells, luminescence, 24 h; Potency, µM (titrated, usually from 38.3 µM), inactives show top-dose activity change, negative = inhibition, usual class: inhibitors; hit rate 0.13% among 410,000; AID 624418;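 also: loss of luciferase light is scored as toxicity; potency is read from the fitted curve at half-maximal effect; % is scaled to controls: 0 for no effect and ±100 for the full control effect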
#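 Luminescence readout: signal drop marks cytotoxicity. Plated cells grew 12 h at 37 °C, 5% CO2, received 23 nL compound for 24 h, then got luciferase reagent, read after 12 min at RT.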
# PTHR1 ag: PTHR1 (human) receptor agonism. Q03431. HEK293 GP2 PTHR1 cells, GloSensor cAMP luminescence, 1 h. Potency, µM (doses to about 115 µM), inactives show at the highest dose activation, usual class: activators. hit rate 0.075% among 410,000. AID 743266; also: potency is read from the fitted curve at half-maximal effect; nearly all actives have a fitted effect of over 55% in size; some results filed as inactive show a strong effect at the top dose; inactives centre near -15; many of its hits are not listed in these tables
# Target sequence (Q03431 whole entry, looked up): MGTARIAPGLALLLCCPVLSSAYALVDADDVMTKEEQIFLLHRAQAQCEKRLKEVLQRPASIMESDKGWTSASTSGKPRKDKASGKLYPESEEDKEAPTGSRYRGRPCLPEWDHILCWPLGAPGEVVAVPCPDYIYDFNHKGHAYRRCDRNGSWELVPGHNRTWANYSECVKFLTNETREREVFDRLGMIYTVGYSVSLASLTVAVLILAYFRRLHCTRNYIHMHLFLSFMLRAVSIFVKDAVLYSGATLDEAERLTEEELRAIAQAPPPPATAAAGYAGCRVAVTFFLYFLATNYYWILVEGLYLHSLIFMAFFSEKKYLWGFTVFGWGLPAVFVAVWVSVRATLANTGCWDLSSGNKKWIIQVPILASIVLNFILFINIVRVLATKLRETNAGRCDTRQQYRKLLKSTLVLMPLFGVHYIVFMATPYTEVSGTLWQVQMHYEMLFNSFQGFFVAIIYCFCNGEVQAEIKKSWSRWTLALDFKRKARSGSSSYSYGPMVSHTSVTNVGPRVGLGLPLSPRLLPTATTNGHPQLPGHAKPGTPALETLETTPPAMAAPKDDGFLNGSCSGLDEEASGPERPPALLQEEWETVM
#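 HEK-293-derived GP2 cells expressing PTHR1 and a GloSensor cAMP reporter, 3,000/well, plated overnight, given luciferin plus IBMX (each 0.5 mM as added) for 1 h at 37 °C, then compound for 1 h at 37 °C. Luminescence was read after 15 min at room temperature.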
# Abeta rescue: restores growth of yeast expressing A-beta42 peptide; Potency, µM (top dose mostly 46.1 µM), inactives show at the top dose growth rescue, actives largely listed as activators; yeast expressing A-beta42, growth rescue, OD600, 48 h; response scale: 0% DMSO, 100% iron-clioquinol control; hit rate 0.063% among 410,000; also: potency is read from the fitted curve at half-maximal effect; nearly all actives have a fitted effect of over 55% in size
#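 Yeast growth medium received pinned compounds, then yeast cells expressing toxic A-beta were added; plates incubated at 30 C for 48 hr. Growth read as absorbance at 600 nm, normalized to DMSO and equimolar FeCl3 plus clioquinol controls.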
# aSyn rescue: rescues yeast growth from alpha-synuclein toxicity | AID 652106 | hit rate 0.14% among 370,000 | Yeast expressing alpha-synuclein, growth rescue, BacTiter-Glo, 24 h | Potency, µM (titrated, usually from 46.1 µM), without a hit: top-dose growth rescue (activation), usual class: activators; also: potency is read from the fitted curve at half-maximal effect; % of control where 0% means no effect; nearly all actives have a fitted effect of over 65% in size
#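 Galactose-induced alpha-syn yeast (OD600=0.02, raffinose-pregrown) + pinned cpd, 24 hr, 30 deg C; growth by BacTiter-Glo luminescence. Growth restoration scores as activation.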
# Mm-Cpn inhibitor: blocks the Methanococcus maripaludis chaperonin Mm-Cpn. Potency, µM (doses to about 76.9 µM), for the others: at the highest dose activity, negative = inhibition, most hits filed as inhibitors. hit rate 0.031% among 330,000. purified Mm-Cpn ATPase, ADP Transcreener TR-FRET; also: potency is read from the fitted curve at half-maximal effect; % is scaled to controls: 0 for no effect and ±100 for the full control effect; nearly all actives have a fitted effect of over 80% in size
#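 TR-FRET (320 nm excitation; 590 and 665 nm emission) reports ADP made from 10 uM ATP by 25 nM enzyme; compounds were preincubated 10 min, reaction run 30 min, both at 37°C.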
# FUS suppressor: FUS proteinopathy suppression in yeast; S. cerevisiae FUS-expressing, growth rescue, OD600, 24 h; Potency, µM (highest dose often 76.6 µM), inactives show at the highest dose growth rescue (activation), usual class: activators; hit rate 0.24% among 390,000; AID 1347120;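 also: potency is read from the fitted curve at half-maximal effect; plate controls were DMSO vehicle for no effect and reference control for full effect; nearly all actives have a fitted effect of over 55% in size; some results filed as inactive show a strong effect at the top dose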
#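 Yeast expressing FUS under galactose induction, OD 0.005 in 2% galactose medium; compounds in a dilution series, 24 h at 30C. Growth rescue by absorbance at 600 nm; CP55940 positive control, DMSO negative.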
# Akt phos inh: blocks phosphorylation of Akt | Neuro2A IGF-stimulated pAkt S473 HTRF, 20 min; active compounds read low | activity change, % for hits at 50 µM | hit rate 0.32% among 360,000; in the data active = activity change below about -80%; inconclusive = mostly about -51% to -80%; also: % is scaled to controls: 0 for no effect and ±100 for the full control effect
#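 Neuro2A cells in DMEM with 0.5% FBS, overnight at 37 deg C, given compound at single 50 µM final, then IGF (6 nM final) for 20 min at 37 deg C. Lysed; phospho-Akt Ser473 by HTRF after 24 h, 665/615 ratio.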
# GLP1R inv ag: inverse agonists of human GLP-1 receptor | P43220 | HEK293 GLP-1R CRE-luciferase, luminescence, 24 h; GLP-1R form is constitutively active | Potency, µM (titrated, usually from 38.3 µM), for inactives: at the highest dose activity change, negative = inhibition, usual class: inhibitors | hit rate 1.6% among 410,000 | AID 624417; also: potency is read from the fitted curve at half-maximal effect; % is scaled to controls: 0 for no effect and ±100 for the full control effect; nearly all actives have a fitted effect of over 55% in size
# Target sequence (P43220 whole entry, looked up): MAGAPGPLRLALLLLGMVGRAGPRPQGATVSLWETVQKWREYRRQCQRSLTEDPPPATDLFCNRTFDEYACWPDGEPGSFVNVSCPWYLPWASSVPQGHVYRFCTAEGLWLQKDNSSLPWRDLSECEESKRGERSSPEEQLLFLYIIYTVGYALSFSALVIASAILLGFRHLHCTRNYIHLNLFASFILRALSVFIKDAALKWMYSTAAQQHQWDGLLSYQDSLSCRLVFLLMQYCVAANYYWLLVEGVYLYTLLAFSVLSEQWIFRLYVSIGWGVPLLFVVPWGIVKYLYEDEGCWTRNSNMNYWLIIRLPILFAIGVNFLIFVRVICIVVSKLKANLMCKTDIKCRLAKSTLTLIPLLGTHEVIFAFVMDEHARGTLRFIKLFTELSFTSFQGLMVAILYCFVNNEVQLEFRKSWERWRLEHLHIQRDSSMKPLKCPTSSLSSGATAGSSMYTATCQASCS
#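 GLP-1R inverse agonism mode: basal reporter luminescence in engineered HEK293 cells measured after one day of compound exposure at 37 deg C, with a 12 min room-temperature detection step.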
# TDP43 rescue: rescues yeast growth from TDP-43 toxicity; AID 652104; hit rate 1.8% among 410,000; Potency, µM (top dose mostly 46.1 µM), without a hit: top-dose growth rescue (activation), most hits filed as activators; TDP-43 expressing yeast growth rescue, BacTiter-Glo, 24 h; also: potency is read from the fitted curve at half-maximal effect; % of control where 0% means no effect; nearly all actives have a fitted effect of over 50% in size
#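 Cell-based yeast growth screen: TDP-43 expression induced in galactose, inoculum OD600=0.02 after raffinose pregrowth to mid-log. Read-out BacTiter-Glo luminescence at 24 hr, 30 deg C; inhibition of toxicity seen as signal increase.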
# * marks the source's active call; other numbers are inactive results; i = inactive; ? = inconclusive; · = no result given; & = joins results of further samples; [ ] = remark or other dose. Unless noted, calls follow the shape of the dose curve; as a rule, active = well fitted curve in the direction sought with a large enough effect; inconclusive = small, poorly fitted or top-dose-only effect, or another doubt; inactive = no such curve, though single readings can be large; an effect the other way counts as inactive or inconclusive.
SMILES,HEK293 tox,PTHR1 ag,Abeta rescue,aSyn rescue,Mm-Cpn inhibitor,FUS suppressor,Akt phos inh,GLP1R inv ag,TDP43 rescue
CCCOC(=O)Nc1ccccc1C(N)=O,5%,-22%[57.5 µM],10%,3%,2%,-31%,i,5%,-1%
COc1ccc(NC(=O)C(=O)c2cc(C)n(-c3ccc(C)cc3)c2C)cc1Cl,8%,-28%,-15%,·,·,43%,·,?,7%
COc1ccc(N(CC(=O)Nc2cccc([N+](=O)[O-])c2C)S(C)(=O)=O)cc1OC,-11%,-22%,8%,2%,1%,·,i,17%,9%
CCOc1ccc(CCNC(=O)COC(=O)c2nc3nc(C)cc(C)n3n2)cc1OCC,1%,-19%,-22%,-3%,0%,·,i,-11%,3%
CCNS(=O)(=O)c1ccc(CCC(=O)NC2CCCC2)cc1,-2%,i,7%,12%,-1%,13%,i,6%,-7%
Cc1cc(C)c(C2=CSC3=NS(=O)(=O)CCN23)c(C)c1,1%,i,-10%,5%,-5%,-4%,i,-2%,-10%
O=C(CSc1nnc(-c2ccccn2)o1)Nc1ccc(F)cc1,5%,i,-4%,-5%,-1%,11%,i,?,17%
CCN(Cc1ccncc1)C(=S)Nc1ccccc1,6%,i,-9%,1%,-5%,8%,i,-12%,-5%
CC(=O)c1ccc(S(=O)(=O)N(C)CC(=O)Nc2cccc(S(=O)(=O)N3CCCC3)c2)cc1,55%[activator],-22%,-4%,-1%,·,·,i,22%,3%
COc1ccc(C(=O)c2sc(NC(C)C)nc2N)cc1OC,-26%,i,-12%,-16%,1%,9%,i,1%,-17%
COc1ccccc1-n1c(SCC(=O)NC(C)(C)C)nnc1-c1ccco1,5%,-2%,4%,-9%,1%,17%,i,0%,-36%[inhibitor]
COc1ccc2[nH]c(=O)c(CN(C(=O)c3ccncc3)C(C)(C)C)cc2c1,-11%,-13%[57.5 µM],-18%,-16%,-1%,?,i,5%,-1%
Cc1ccccc1OC(=O)CSc1nnc(-c2cccs2)o1,6%,3%,-1%,·,·,-16%,·,0%,23%
CCOC(=O)c1c(NC(=O)COc2ccc3ccc(=O)oc3c2)sc(C(=O)N(C)C)c1C,9%,i,-4%,5%,3%,2%,i,18%,15%
COCCN(C(=O)CCC(=O)Nc1ccccn1)C(C(=O)NC(C)C)c1ccc(C)cc1 (stereo unspecified),-8%,-3%,14%,1%,-2%,6%,i,?,-2%
COc1ccc(COC(=O)C2CCN(S(=O)(=O)c3ccc(OC)c(OC)c3)CC2)cc1,0%,-29%,-17%,-8%,0%,38%,i,2%,13%
COc1cc(CNC(=O)C2CCCCN2S(=O)(=O)c2ccc(F)cc2)cc(OC)c1OC (stereo unspecified),-2%,i,-11%,·,·,17%,·,-12%,14%
COc1ccccc1NC(=S)NCCc1ccc(S(N)(=O)=O)cc1,0%,-35%[inhibitor],-20%,0%,0%,25%,i,20%,21%
Cc1cccc(CN2CCN(C(=O)CCl)CC2)c1,?,-19%,5%,11%,-3%,·,i,?,0%
Cn1c(NCc2ccccc2O)nc2ccccc21,-17%,-2%,11%,-8%,0%,0%,i,1%,3%
O=C1NC[C@@H](CCCCN2CCN(Cc3ccccc3)C(=O)C2=O)N(Cc2ccccc2)C1=O,5%,-25%,-11%,2%,·,-11%,i,17%,19%
Cc1occc1C(=O)N/N=C/c1c[nH]c2ccccc12,2%,-8%[57.5 µM],6%,1%,-2%,36%,i,3%,-19%
C=C(C)COc1ccc(-c2nc(N)nc(C)c2Oc2ccccc2OC)c(O)c1,154%[activator],i,19%,4%,-8%,11%,i,-31%,?
Cc1cccc(C)c1NC(=O)C(c1cccc2ccccc12)n1c(=O)c(-c2cc3ccccc3[nH]2)nc2ccccc21 (stereo unspecified),·,-25%,8%,-1%,·,24%,i,?,?
COc1ccc(-n2c(N)c(C(=O)NCC3CCCO3)sc2=S)cc1 (stereo unspecified),-18%,-21%,-8%,-6%,0%,-4%,i,2%,1%

# (more compounds)
SMILES,HEK293 tox,PTHR1 ag,Abeta rescue,aSyn rescue,Mm-Cpn inhibitor,FUS suppressor,Akt phos inh,GLP1R inv ag,TDP43 rescue
Cn1c(=O)c2c(SCc3cccnc3)nc(C3CC3)nc2n(C)c1=O,-7%,-5%,-12%,6%,-1%,-16%,i,49%[activator],12%
CC1CCN(CCOc2ccc(Cl)c(Cl)c2)CC1,12%,-8%,12%,-2%,-2%,14%,i,?,0%
Cn1c(=O)c(=O)n(C)c2cc([N+](=O)[O-])c(N3CCOCC3)cc21,-23%,i,-4%,-5%,0%,12%,i,24%,-23%[1.82 µM]
CC(=O)Nc1ccc(S(=O)(=O)N2CCN(c3nc(NC4CCCC4)c4ccccc4n3)CC2)cc1,-20%,i,13%,-3%,-14%,33%,i,?,8%
CC(=O)Nc1ccc(-c2ccnc3c2CC(C)(C(=O)NCc2ccncc2)O3)cc1 (stereo unspecified),3%,-21%,-14%,-1%,·,-17%,i,0%,12%
CCC1(c2ccccc2)NC(=O)N(CC(=O)N(C)CC(=O)Nc2cccc(OC)c2)C1=O (stereo unspecified),-1%,i,4%,-1%,0%,7%,i,-29%,18%
CC(C)N(C(=O)Cn1c(-c2ccccc2Cl)nc2ccccc21)c1ccccc1,17%,i,11%,-2%,2%,·,i,-29%,13%
CCCc1c(OCCCOc2ccc(OCC(=O)O)cc2)ccc(C(C)=O)c1O,1%,i,-3%,-80%&-44%[inhibitor],1%,22%,i,8%,?
OC1CCN(C(=S)Nc2ccc(Nc3ccccc3)cc2)CC1,-7%,-16%,3%,5%,-7%,30%,i,?,-4%[9.22 µM]
CC(=O)c1ccc(N2CCN(S(=O)(=O)c3c(C)nc4sc(C)cn4c3=O)CC2)cc1,-1%,-20%,-6%,·,·,1%,·,20%,10%
CCOC(=O)c1c(NC(=O)Nc2ccc(Cl)cc2)sc(C)c1C,1%,i,-10%,-9%,1%,-4%,i,14%,3%
COc1ccc(F)c(-c2nc(CN3CCC(c4ccccc4)CC3)c(C)o2)c1,?,2%,-11%,2%,-1%,23%,i,?,0%
CCOC(=O)N1CCN(C(=O)c2ccc(OC)c(S(=O)(=O)N3CCOCC3)c2)CC1,11%,?,8%,-1%,-2%,-36%,i,21%,22%
COc1cccc(NC(=O)Nc2cccc(C(=O)O)c2)c1,5%,-34%[inhibitor],-12%,-13%,2%,23%,i,2µM*,4%
CC1(c2cccc(Br)c2)NC(=O)N(CC(=O)NCCC2=CCCCC2)C1=O (stereo unspecified),-4%,-35%[inhibitor],-3%,-1%,·,0%,i,?,2%
CCN(CC)S(=O)(=O)c1cccc(-c2nnc(SCc3nc4ccccc4s3)o2)c1,2%,-17%,20%,1%,-11%,13%,i,?,42%
O=[N+]([O-])c1ccc(Nc2nc(N3CCOCC3)nc(N3CCOCC3)n2)cc1,7%,?,-3%,-1%,·,34%,i,?,6%
Cc1ccc2c(c1)Sc1c(ccc3ccccc13)N2,63%[activator],i,-18%,-2%,1%,2%,i,?,21%

# At a glance, some entries already given:
SMILES,HEK293 tox,PTHR1 ag,Abeta rescue,aSyn rescue,Mm-Cpn inhibitor,FUS suppressor,Akt phos inh,GLP1R inv ag,TDP43 rescue
Cn1c(=O)c2c(SCc3cccnc3)nc(C3CC3)nc2n(C)c1=O,-7%,-5%,-12%,6%,-1%,-16%,i,49%[activator],12%
CC1CCN(CCOc2ccc(Cl)c(Cl)c2)CC1,12%,-8%,12%,-2%,-2%,14%,i,?,0%
Cn1c(=O)c(=O)n(C)c2cc([N+](=O)[O-])c(N3CCOCC3)cc21,-23%,i,-4%,-5%,0%,12%,i,24%,-23%[1.82 µM]
CC(=O)Nc1ccc(S(=O)(=O)N2CCN(c3nc(NC4CCCC4)c4ccccc4n3)CC2)cc1,-20%,i,13%,-3%,-14%,33%,i,?,8%
CC(=O)Nc1ccc(-c2ccnc3c2CC(C)(C(=O)NCc2ccncc2)O3)cc1 (stereo unspecified),3%,-21%,-14%,-1%,·,-17%,i,0%,12%
CCC1(c2ccccc2)NC(=O)N(CC(=O)N(C)CC(=O)Nc2cccc(OC)c2)C1=O (stereo unspecified),-1%,i,4%,-1%,0%,7%,i,-29%,18%
CC(C)N(C(=O)Cn1c(-c2ccccc2Cl)nc2ccccc21)c1ccccc1,17%,i,11%,-2%,2%,·,i,-29%,13%
CCCc1c(OCCCOc2ccc(OCC(=O)O)cc2)ccc(C(C)=O)c1O,1%,i,-3%,-80%&-44%[inhibitor],1%,22%,i,8%,?
OC1CCN(C(=S)Nc2ccc(Nc3ccccc3)cc2)CC1,-7%,-16%,3%,5%,-7%,30%,i,?,-4%[9.22 µM]

# A portion of the library; the hit share may differ from the screen's.
